# Screening results: PubChem BioAssay, National Center for Advancing Translational Sciences (NCATS)
# GALK inhibitor: blocks human galactokinase activity. P51570. AID 1868. Potency, µM (highest dose often 57.5 µM), inactives show top-dose activity change, negative = inhibition, hits mostly inhibitors. hit rate 0.007% among 270,000. Purified GALK, Kinase-Glo residual ATP luminescence; also: potency is read from the fitted curve at half-maximal effect; % is scaled to controls: 0 for no effect and ±100 for the full control effect
#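 Galactose (100 uM) and ATP (35 uM) were turned over by 5 nM GALK for 1 h at RT. Kinase-Glo Plus then converted the remaining ATP into a luminescent signal.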
# ASM inhibitor: human S-ASM enzyme inhibition; P17405; placental ASM, HMU-PC fluorogenic substrate, 60 min; Potency, µM (highest dose often 57.5 µM), inactives show top-dose activity change, negative = inhibition, usual class: inhibitors; hit rate 0.006% among 340,000; AID 504937; also: potency is read from the fitted curve at half-maximal effect
#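 Human placenta-derived ASM preincubated with compound 10 min at room temperature, then reacted with 9 uM (final) fluorogenic HMU-PC substrate for 60 min at 37 C. Stop solution raises pH to 10; fluorescence read at Ex 386/Em 447 nm.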
# Menin MLL FP TR: inhibitors of human menin-MLL interaction, mutant MLL peptide; hit rate 0.23% among 270,000; Menin + Texas Red MLL mutant peptide, fluorescence polarization; AID 1768; Potency, µM (titrated, usually from 61.6 µM), for the others: top-dose FP activity change, negative = inhibition, hits mostly inhibitors; active = well fitted inhibition curve with a large enough effect in the polarisation, with a control signal flat, not every such curve was filed as active; inconclusive = small, poorly fitted or top-dose-only effect, or effect the other way, or a change in a side signal; inactive = no such curve, though single readings can be large or run the other way; the % refers to the polarisation; also: potency is read from the fitted curve at half-maximal effect; % of control where 0% means no effect; many of its hits are not listed in these tables
# Coupling enz: coupling enzyme interference in Giardia aldolase counter-screen | coupling enzyme system counterscreen, AmpLite Red fluorescence | activity change, negative = inhibition, % at 58.2 µM, hits read low | hit rate 0.67% among 290,000; in the data active = activity change below about -30%; also: % is scaled to controls: 0 for no effect and ±100 for the full control effect
#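 Counterscreen lacking aldolase: glyceraldehyde-3-phosphate coupling-enzyme reagent preincubated 10 min at RT with compound (at 57.5 uM final), then substrate/coupling system with AmpLite Red added; fluorescence read at 525/598 nm after 20 min RT.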
# Giardia killer: kills Giardia lamblia; Giardia lamblia trophozoite viability; hit rate 0.15% among 340,000; AID 540267; activity change, % at 7.66 µM, hits read low; in the data active = activity change below about -80%; inconclusive = between about -30% and that limit;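 also: parasites exposed to compound for two days anaerobically before the ATP read; % is scaled to controls: 0 for no effect and ±100 for the full control effect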
#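 Luminescent ATP signal served as the viability read-out, measured 15-30 min after adding ATP detection reagent to trophozoites that had been incubated with compounds for 48 hrs at 37 deg C anaerobically at 100 cells/well.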
# BCR signal inh: inhibitors of chronic active B-cell receptor signaling; ABC-DLBCL IkBa-CBG/CBR reporter, luminescence ratio, 4 h; Potency, µM (highest dose often 46.1 µM), for inactives: at the top dose ratio change, negative = lower green/red ratio, most hits filed as inhibitors; hit rate 0.05% among 340,000; active = well fitted inhibition curve with a large enough effect in the signal ratio, with a control signal flat, not every such curve was filed as active; inconclusive = small, poorly fitted or top-dose-only effect, or effect the other way, or a change in a side signal; the % refers to the signal ratio;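 also: potency is read from the fitted curve at half-maximal effect; plate controls were basal doxycycline-induced cells for no effect and cells given 10 µM MG132 for full effect; MG132 reads +100%, hits lower the ratio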
#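 TMD8 human ABC-DLBCL cells with doxycycline-inducible IκBα–green luciferase fusion and unfused red luciferase, in 0.5% FBS medium; compounds up to 46 uM, 4 h at 37C. Green/red luminescence ratio, filter-overlap corrected, fitted to concentration-response curves.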
# TSG101-PTAP inh: blocks PTAP/TSG101 interaction to inhibit HIV-1 budding. Q99816. Fluorescence polarization, FITC-PTAP peptide / Tsg101 binding. Potency, µM (series often up to 115 µM), for inactives: at the highest dose activity change, negative = inhibition, most hits filed as inhibitors. AID 493005. 340,000 tested, under 10 active; active = well fitted inhibition curve with a large enough effect in the main read-out, with a control signal flat, not every such curve was filed as active; inconclusive = small, poorly fitted or top-dose-only effect, or effect the other way, or a change in a side signal; inactive = no such curve, though single readings can be large or run the other way; also: potency is read from the fitted curve at half-maximal effect; % of control where 0% means no effect
# Target sequence (Q99816 whole entry, looked up): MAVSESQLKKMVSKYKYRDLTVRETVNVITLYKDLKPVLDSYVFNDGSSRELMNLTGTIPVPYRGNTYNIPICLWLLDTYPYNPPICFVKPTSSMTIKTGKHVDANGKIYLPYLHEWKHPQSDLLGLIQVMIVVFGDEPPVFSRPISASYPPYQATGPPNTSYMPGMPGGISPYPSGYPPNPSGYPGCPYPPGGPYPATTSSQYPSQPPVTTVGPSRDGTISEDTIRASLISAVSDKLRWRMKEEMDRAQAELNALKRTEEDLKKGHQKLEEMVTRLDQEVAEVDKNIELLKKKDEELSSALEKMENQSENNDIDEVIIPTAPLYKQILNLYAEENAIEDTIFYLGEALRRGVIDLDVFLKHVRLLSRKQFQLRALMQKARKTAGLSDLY
#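 Fluorescence polarization binding of Tsg101 binding domain (10 uM final) to FITC-labeled PTAP peptide (50 nM final) in HEPES pH 7.5 buffer with NaCl, Tween 20, EDTA, TCEP. Compounds added before peptide; binding 20 min at RT.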
# Tb PFK inh: inhibitors of T. brucei phosphofructokinase; O15648; T. brucei PFK, ADP-Glo luminescence; Potency, µM (series often up to 57.5 µM), without a hit: at the top dose activity, negative = inhibition, actives largely listed as inhibitors; hit rate 0.17% among 330,000;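 also: potency is read from the fitted curve at half-maximal effect; 0% = uninhibited 1x PFK enzyme wells and -100% = no-enzyme wells; nearly all actives have a fitted effect of over 60% in size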
# Target sequence (O15648 whole entry, looked up): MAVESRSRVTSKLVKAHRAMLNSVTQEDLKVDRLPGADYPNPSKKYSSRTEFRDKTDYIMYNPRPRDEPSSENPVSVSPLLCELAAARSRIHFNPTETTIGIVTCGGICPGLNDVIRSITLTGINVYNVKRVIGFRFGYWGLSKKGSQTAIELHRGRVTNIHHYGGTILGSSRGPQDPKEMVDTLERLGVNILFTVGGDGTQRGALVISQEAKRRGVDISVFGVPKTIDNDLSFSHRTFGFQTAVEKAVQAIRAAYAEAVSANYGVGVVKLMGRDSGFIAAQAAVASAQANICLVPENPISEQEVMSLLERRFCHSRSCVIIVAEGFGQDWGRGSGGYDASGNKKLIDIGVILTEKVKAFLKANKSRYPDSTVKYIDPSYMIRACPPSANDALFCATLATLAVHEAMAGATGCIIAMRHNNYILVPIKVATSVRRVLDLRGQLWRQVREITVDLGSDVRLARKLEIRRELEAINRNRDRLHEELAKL
#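 PFK 1.25 nM, F6P 0.5 mM, ATP 0.1 mM, 0.1 M TEA pH 8.0, 5 mM MgCl2, 0.01% Tween20, 0.1% BSA; 45 min RT. ADP-Glo readout. qHTS titration up to 57 uM; curves fitted, compounds curve-classed.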
# PKM2 activator: activators of human pyruvate kinase M2. Potency, µM (top dose mostly 57.5 µM), without a hit: at the top dose activation, most hits filed as activators. hit rate 0.34% among 260,000. purified PKM2, Kinase-Glo ATP luminescence, activation; response scale: 0% is enzyme alone, no compound. P14618; also: potency is read from the fitted curve at half-maximal effect; % is scaled to controls: 0 for no effect and ±100 for the full control effect; nearly all actives have a fitted effect of over 55% in size
#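 Purified hPK-M2 (>95% pure) converted ADP (0.1 mM final) to ATP with 0.5 mM PEP in 50 mM imidazole pH7.2, KCl, MgCl2, Tween 20, BSA; 1 h at room temperature. ATP detected by Kinase-Glo luminescence.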
# Integrin act MD: activates integrin-mediated alleviation for muscular dystrophy; Potency, µM (doses to about 38.3 µM), without a hit: at the top dose activation, actives largely listed as activators; alpha7betagal myoblasts, beta-gal FDG fluorescence, 48 h; hit rate 0.064% among 350,000;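 also: potency is read from the fitted curve at half-maximal effect; 100% = response of the positive control SU9516; nearly all actives have a fitted effect of over 60% in size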
#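 Alpha7betagal+/- myoblasts (passage 13) were plated 16-24 hr, then exposed to compounds (1:260 dilution of DMSO stock) for 48 hours at 37C. After MPER lysis, β-galactosidase reporter activity was read as FDG fluorescence (ex 480/em 540) after 30 minutes.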
# B2AR arrestin: recruits beta-arrestin to the human beta2-adrenergic receptor; beta-arrestin recruitment to beta2AR, cell-based reporter; Potency, µM (top dose mostly 46.1 µM), for the others: at the highest dose activation, most hits filed as activators; AID 492947; hit rate 0.02% among 330,000;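 also: potency is read from the fitted curve at half-maximal effect; 0% = DMSO controls and full agonism = EC100 isoproterenol or metaproterenol; nearly all actives have a fitted effect of over 65% in size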
# Active calls of the source: *; u = inconclusive; x = no result given; [ ] = remark or other dose. Unless noted, calls follow the shape of the dose curve; as a rule, active = well fitted curve in the direction sought with a large enough effect; inconclusive = small, poorly fitted or top-dose-only effect, or another doubt; inactive = no such curve, though single readings can be large; an effect the other way counts as inactive or inconclusive. Not all compounds are listed; the hit share may differ from the screen's.
SMILES,GALK inhibitor,ASM inhibitor,Menin MLL FP TR,Coupling enz,Giardia killer,BCR signal inh,TSG101-PTAP inh,Tb PFK inh,PKM2 activator,Integrin act MD,B2AR arrestin
CC(=O)Nc1ccc(S(=O)(=O)Nc2nc3ccccc3nc2Nc2ccc(N)cc2)cc1,-1%,-2%,x,10,12,22%,-10%,2%,1%,4%,0.3%
COc1ccc(NC(=O)CN(C)C(=O)c2cc(-c3cccs3)nn2-c2ccccc2)cc1,x,-9%,x,x,7,0%,-6%,-4%,x,-2%,-1.3%
O=C(Nc1ccccc1)N1CCC(c2ccccc2)C1 (stereo not drawn),0%,0%,3%,1,-15,u,-2%,0%,0%,18%,-0.8%
CC(=O)c1c(O)c2ccccc2n(Cc2ccccc2)c1=O,2%,-2%,-14%,3,-9,5%,-1%,0%,x,-9%,0.5%
O=C(NCCCN1CCN(c2cccc(Cl)c2)CC1)c1cccc(N2CCCC2=O)c1,-3%,1%,-9%,-3,-10,-5%,0%,-5%,6%,-11%,-0.4%
CCc1noc(C)c1C(=O)N1CCCC(CCC(=O)NCc2cccc(OC)c2)C1 (stereo not drawn),-1%,0%,-9%,2,-5,-24%,-1%,-4%,1%,-21%,-1.1%
O=C(COc1ccc(F)cc1)Nc1ccc(S(=O)(=O)Nc2ncccn2)cc1,x,1%,x,x,-30,-2%,2%,-2%,x,0%,-0.1%
Cc1ccc(C)c(S(=O)(=O)N2CCN(C(=O)c3ccc4ccccc4n3)CC2)c1,x,0%,x,x,5,-8%,0%,-1%,x,-31%,0.3%
COc1cc(NC(=O)C2CC2)c(C(=O)O)cc1OC,3%,11%,-1%,-7,-16,6%,-1%,2%,0%,17%,-4.0%
O=C(Nc1ccc(NC(=O)c2ccco2)cc1)c1ccco1,-2%,2%,x,x,5,3%,1%,2%,4%,-14%,-1.1%
CCN1CCN(CCNC(=O)c2ccc(/C=C3\Sc4ccccc4N(Cc4ccccc4F)C3=O)cc2)CC1,0%,8%,u,1,22,u,-8%,1%,0%,-66%[inhibitor],0.3%
O=C(NCc1cccnc1)c1ccc(Cl)c(Cl)c1,0%,0%,-13%,-1,-12,7%,-1%,-4%,0%,7%,0.4%
Cc1cc(Cl)c(S(=O)(=O)N/N=C/c2ccc3c(c2)OCO3)c(Cl)c1,-2%,-17%,u,-6,-15,1%,-1%,0%,11%,10%,-0.1%
CCOC(=O)C(=O)/C(C#N)=C/Nc1ccccc1,3%,-1%,7%,2,-25,u,-7%,4%,-1%,-5%,-0.2%
CSc1ccc(Cl)c(C(=O)OCC(=O)Nc2ccccc2OC(F)F)c1,2%,-7%,4%,1,3,-5%,0%,6%,2%,25%,0.1%
CSc1ccccc1OCc1cc(C(=O)N(C)Cc2cc(C)[nH]n2)no1,-3%,0%,x,x,-1,u,-7%,-9%,1%,5%,0.2%
C=CCN1C(=O)/C(=C/c2ccc(O)cc2)S/C1=N/c1nccs1,0%,-18%,u,8,-5,0%,7%,0%,0%,-294%[inhibitor],2.8%
COc1cccc(N(CC(=O)N2CCCC2)S(C)(=O)=O)c1,-5%,7%,0%,3,2,u,-4%,3%,-1%,-15%,-0.3%
CCN(CC)c1ccc(C2N(C(=O)N3CCOCC3)CCN2S(=O)(=O)c2ccc(C)cc2)cc1 (stereo not drawn),-5%,-2%,u,-2,-4,-9%,-2%,2%,1%,-15%,-0.2%
COc1ccccc1C(=O)CSc1n[nH]c(N)n1,-1%,2%,-5%,2,12,4%,-2%,-17%,-11%,-9%,3.0%
CCCOc1ccccc1OCC(=O)Nc1cccc(S(=O)(=O)NC2=NCCC2)c1,x,1%,x,x,-1,u,-1%,3%,x,-9%,0.1%
CCOc1ccc(C2CC(c3cccc(Cl)c3)n3nc(N)nc3N2)cc1 (stereo not drawn),-1%,39%,1%,3,2,-9%,-5%,4%,1%,-22%,-0.3%
O=C(O)/C(=C\c1cccc(C(F)(F)F)c1)c1ccc(S(=O)(=O)N2CCCC2)s1,x,4%,x,x,8,8%,-5%,-5%,x,9%,-0.1%
CC(C)Oc1ccc(C2c3c(oc4ccccc4c3=O)C(=O)N2CCCN2CCOCC2)cc1 (stereo not drawn),0%,4%,4%,4,-2,0%,-1%,0%,1%,-10%,0.5%
COc1ccccc1CNS(=O)(=O)c1ccc2c(c1)CCCN2C(C)=O,0%,-2%,-16%,-1,-1,4%,-2%,1%,2%,-4%,-0.2%
O=C(CCn1nc(-c2ccc(Cl)cc2)ccc1=O)N1CCN(c2ccccc2)CC1,1%,-10%,-18%,2,8,-14%,-8%,-1%,x,-16%,-0.3%
C/C=C/c1ccc(O)c(OC)c1,x,3%,-1%,x,-9,u,1%,3%,x,3%,-1.0%
Cc1ccc(Nc2nnc(SC(C)C(=O)NC3CC3)s2)cc1 (stereo not drawn),x,-2%,x,x,-9,-1%,2%,7%,x,16%,-0.8%
O=C(CSc1nnnn1-c1cccc2ccccc12)NC(C(=O)O)(c1ccccc1)c1ccccc1,-2%,5%,37%[activator],0,2,3%,-4%,4%,-2%,19%,0.0%
O=C1NN(c2ccccc2)C(=O)C2C3C=CC(C4CC34)C12 (stereo not drawn),x,-2%,-9%,1,-3,-5%,-4%,5%,-3%,26%,-0.8%
COc1ccc(NC(=O)CC2C(=O)N(c3cccc(OC)c3)C(=O)N2C(C)C)cc1 (stereo not drawn),-1%,7%,3%,-5,-12,-12%,-1%,4%,-3%,1%,-0.7%
O=S(=O)(/N=C(/NC(=S)Nc1ccccc1)c1ccccc1)c1ccc(Cl)cc1,4%,-2%,u,9,-12,u,-12%,1%,6%,0%,-0.4%
Fc1cccc(Cl)c1-c1nnc2ccc(N3CCOCC3)nn12,2%,1%,0%,2,3,u,2%,7%,0%,17%,0.1%
O=C(NCC1CC1)C1CCCN(S(=O)(=O)c2ccc(-n3cnnn3)cc2)C1 (stereo not drawn),2%,-3%,-1%,2,11,u,-6%,0%,0%,5%,0.2%
C=CCSc1nnc(NC(=O)CSc2nnc(C)s2)s1,-2%,2%,-24%,-11,-11,u,0%,-2%,-6%,10%,-0.1%
CN(C)C(CNC(=O)c1cc2ccccc2oc1=O)c1ccccc1 (stereo not drawn),0%,7%,-19%,1,2,0%,-3%,1%,-1%,u,0.4%
COc1ccc(CN(C(=O)CO/N=C/c2ccccc2)c2ccccc2C(=O)O)cc1,0%,1%,-3%,8,-9,5%,0%,0%,4%,9%,-1.5%
COc1cc(/C=C2/CCCC(C(=O)C(F)(F)F)=C2O)ccc1O,3%,-2%,x,0,-23,-2%,3%,-12%,-6%,-41%,-0.4%
Cc1ccc(-c2nc3ncccc3o2)cc1NC(=O)C(C)C,-2%,3%,-4%,-1,-9,3%,-7%,3%,-2%,17%,-0.2%
CCOC(=O)C1=C(CSc2nnnn2C)N(C)C(=O)NC1c1ccccc1 (stereo not drawn),0%,1%,x,1,2,4%,-1%,-3%,-2%,-34%,0.5%
CC(=O)Nc1ccc(O)c(-c2nc3ccccc3s2)c1,-2%,x,u,-1,1,u,1%,-2%,-4%,-3%,-0.1%
Cc1cccc(N(CC(=O)N2CCOCC2)S(C)(=O)=O)c1,-2%,0%,14%,0,-3,3%,-2%,-1%,-1%,-16%,-0.1%
COc1ccccc1C(=O)Nc1ccnn1C1CCN(Cc2cnc(N(C)C)s2)CC1,-3%,-1%,x,x,19,5%,-7%,-13%,0%,-1%,-0.6%
COc1ccc(S(=O)(=O)Nc2ccc(Oc3ccsc3C(=O)O)cc2)cc1,5%,3%,-1%,7,21,u,-1%,1%,x,u,0.5%
CCS(=O)(=O)c1ccc2oc(Nc3cccc(OC)c3)nc2c1,-1%,0%,u,-4,-14,u,-11%,-1%,16%,u,0.0%
CCSc1nnc([C@@H]2CCCN2C(=O)OC(C)(C)C)o1,2%,0%,0%,0,9,0%,-1%,0%,-2%,-5%,0.2%
CCN(CC)S(=O)(=O)c1ccc(NC(=O)COc2nc3ccccc3nc2N2CCOCC2)cc1,4%,4%,-6%,0,-5,-1%,2%,6%,10%,-3%,-0.2%
CCCS(=O)(=O)N1CCCC(C(=O)NCCCOC(C)C)C1 (stereo not drawn),-3%,4%,-18%,0,8,-7%,0%,1%,-3%,7%,0.4%
CCOC(=O)C1CCCN(Cc2nc(N)nc(Nc3ccc(OC)cc3)n2)C1 (stereo not drawn),-2%,0%,-25%,0,8,-18%,-5%,0%,-3%,-36%,0.3%
